PLK1 inh: PLK1 (human) kinase inhibition; P53350; recombinant PLK1 kinase, TR-FRET peptide phosphorylation; inhibition, % at 10 µM; hit rate 0.53% among 97,000;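 active = inhibition of 50% or more in the single-concentration screen; inactive = inhibition below 50%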;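 note: 0% = DMSO max control and 100% = H-89 dihydrochloride min control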
Target sequence (P53350 whole entry, looked up): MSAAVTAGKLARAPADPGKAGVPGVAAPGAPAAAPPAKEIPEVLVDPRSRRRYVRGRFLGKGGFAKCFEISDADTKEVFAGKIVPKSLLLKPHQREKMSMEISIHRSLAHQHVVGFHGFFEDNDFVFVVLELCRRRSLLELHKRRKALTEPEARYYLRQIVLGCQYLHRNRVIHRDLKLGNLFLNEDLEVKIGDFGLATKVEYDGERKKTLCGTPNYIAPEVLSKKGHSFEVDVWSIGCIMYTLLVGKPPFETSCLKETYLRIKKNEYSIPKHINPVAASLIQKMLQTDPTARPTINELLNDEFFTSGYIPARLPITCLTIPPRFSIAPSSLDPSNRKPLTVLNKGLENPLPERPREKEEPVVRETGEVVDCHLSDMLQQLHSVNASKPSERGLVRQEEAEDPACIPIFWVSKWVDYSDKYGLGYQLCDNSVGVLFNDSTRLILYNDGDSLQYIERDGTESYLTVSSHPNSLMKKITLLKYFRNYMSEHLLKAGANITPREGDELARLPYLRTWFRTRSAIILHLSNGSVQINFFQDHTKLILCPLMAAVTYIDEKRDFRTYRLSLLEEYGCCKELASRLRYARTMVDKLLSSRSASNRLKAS
Rev-RRE block: HIV Rev-RRE protein-RNA interaction inhibition | hit rate 0.79% among 97,000 | P05866 | inhibition, % at 8 µM | Rev peptide-RRE RNA binding, FRET;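 active = inhibition above the screen-wide mean plus 3 SD, cut at about 35% in these data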;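 note: 0% = median DMSO wells and 100% = median Neomycin B control wells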
Target sequence (P05866 whole entry, looked up): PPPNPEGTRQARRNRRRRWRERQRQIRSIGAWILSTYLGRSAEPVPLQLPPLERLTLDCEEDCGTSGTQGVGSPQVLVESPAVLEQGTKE
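assay system = Cy5-tagged RRE RNA duplex with fluorescein-tagged Rev peptide | incubation = 5 + 15 min at 25 °C | also added = labelled Rev peptide | measure = % inhibition of FRET ratio versus controls | benchmarks = DMSO wells as 0% and neomycin B wells as 100% inhibition | measured by = FRET fluorescence readout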
Plk1 PBD FP: blocks phosphopeptide binding to human Plk1 polo box domain; P53350; Plk1 PBD phosphopeptide binding, fluorescence polarization; inhibition, %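 (tested at about 20 µM)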; hit rate 0.13% among 97,000; AID 693; in the data active = inhibition above about 34%, passing the limit was not always enough
PTPN22 act: LYP (human) phosphatase activation; recombinant LYP, DiFMUP fluorescence; 0 = plate median, 100 = signal doubled; hit rate 0.11% among 96,000; activation, % at 2 µM;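 active = activation at 2 µM above a set limit, the mean plus 5 SD, cut at about 37% in these data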
EphB4 antag: antagonists of human EphB4-ephrin-B2 interaction. P54760. EphB4 LBD / TNYL-RAW-Alexa532 peptide, fluorescence polarization. inhibition, % at 7 µM. hit rate 0.15% among 97,000;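 active = inhibition above the screen-wide mean inhibition plus 3 SD, cut at about 15% in these data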;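 note: 0% = DMSO wells and 100% = excess unlabeled TNYL-RAW peptide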
PTK2B oligo ant: Pyk2 (human) oligomerization antagonism; Q14289; hit rate 0.83% among 99,000; Q293 cells, Pyk2 FERM NanoBiT luminescence; hits give low values; z-score (the deposit names both 25 µM and 10 µM);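 active = Z-score of -3 or lower, scaled per plate to the spread of control and sample wells; inactive = z-score above -3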;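 note: negative z-score means lost luminescence so less FERM oligomerization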
cytoskel mod: alters cytoskeleton assembly in HUVEC cells; HUVEC TNFa F-actin phalloidin imaging, high content; inhibition, % at 2 µM; hit rate 0.18% among 91,000; AID 836;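 active = inhibition above the batch mean plus 3 SD and confirmed as a hit by visual image inspection, cut at about 30% in these data, passing the limit was not always enough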; note: strong numbers were not always called active
FAK inh: inhibitors of human focal adhesion kinase; Q05397; biochemical FAK kinase activity assay; hit rate 0.84% among 97,000; inhibition, %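 (tested at 7 µM)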; in the data active = inhibition above about 19%;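 note: 0% = DMSO and 100% = reference compound high control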
PTPN22 inh 2: LYP (human) phosphatase inhibition | Q9Y2R2 | recombinant LYP catalytic domain, DiFMUP fluorescence | inhibition, % at 2 µM | hit rate 0.21% among 96,000 | AID 640;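 active = inhibition at 2 µM at or above a set limit, the screen mean plus 3 SD, cut at about 24% in these data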;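 note: 0% = DMSO with enzyme and 100% = enzyme fully blocked by orthovanadate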
The depositor's hits bear a star; / = no result given. Hits appear at their usual frequency (roughly 3.5% active in at least one column).

item	Molecule	PLK1 inh	Rev-RRE block	Plk1 PBD FP	PTPN22 act	EphB4 antag	PTK2B oligo ant	cytoskel mod	FAK inh	PTPN22 inh 2
1	CCOC(=O)CNC(=O)CSc1nc(Cc2cccs2)nc2ccccc12	0	6	-35	7	4	-0.56	16	-3	-4
2	Cc1cccc(C)c1NC(=O)c1c(C)nn(-c2ccccc2)c1Cl	3	0	-1	4	1	-0.75	-2	2	-6
3	O=C(C1CCN(S(=O)(=O)c2ccccc2)CC1)N(CCc1ccccc1)Cc1ccco1	-9	3	13	10	4	0.08	-19	4	-12
4	CCC(=O)n1nc(NCc2ccccc2OC)nc1NCc1ccccc1OC	-7	7	-10	2	3	-0.92	-14	0	-2
5	CCC(=O)N1c2ccc(S(=O)(=O)CCC(=O)Nc3nccs3)cc2CC1C (stereo not given)	-6	9	-11	-8	2	-0.07	-4	5	6
6	O=C(Cn1c(NCCCO)nc2ccccc21)c1ccc(Br)cc1	-22	10	-1	9	15	0.35	5	8	-11
7	Cc1ccccc1NC(=O)CNc1ccccc1C(=O)NCc1ccco1	-8	4	-15	-4	5	-0.47	10	-1	7
8	Cc1csc2nc(CNS(=O)(=O)N(C)C)cn12	-18	10	-31	-6	6	/	0	-2	3
9	O=C1NCCCC1C(=O)Nc1cccc(C(F)(F)F)c1 (stereo not given)	-3	3	16	5	0	0.12	26	2	-7
10	CCC1CCC(NC2CCCCNC2=O)CC1 (stereo not given)	-3	3	-13	0	-5	1.4	3	-2	-2
11	O=C(NCCc1ccccc1)C1c2ccccc2C(=O)N1C1CC1 (stereo not given)	-9	9	15	-2	0	0.15	-4	-5	0
12	S=c1[nH]nc(-c2ccco2)n1/N=C/c1ccc(Cl)cc1Cl	20	-7	-34	-18	-5	-0.32	-17	2	21
13	CCOC(=O)N1CCN(CC(=O)c2ccc3c(c2)CCN3C(C)=O)CC1	9	1	15	4	-5	/	-14	-1	-5
14	O=C(/C=C/Nc1ccc(F)c(Cl)c1)c1ccco1	-2	-4	25	-8	-3	0.21	1	-13	12
15	CN1CCN(S(=O)(=O)c2ccc(NC(=O)C3CCCO3)cc2)CC1 (stereo not given)	-9	10	-10	3	-1	0.47	14	0	-4
16	CCn1c(NCc2cccc(OC)c2OC)nc2ccccc21	-8	5	6	8	-7	0.49	-25	2	-9
17	CC(O)(C#CCN1CCOCC1)c1ccccc1 (stereo not given)	3	-1	15	2	-10	0.17	-21	-1	-5
18	O=C(OCc1ccc2c(c1)OCO2)c1ccc(S(=O)(=O)N2CCCCC2)cc1	6	16	1	2	4	-0.38	/	7	2
19	CC(Sc1nncn1C)C(=O)Nc1ccccc1-c1ccccc1 (stereo not given)	-2	4	-7	4	2	2.5	-15	0	-7
20	Cc1ccc(N(CC(=O)NC2CC3CCC2C3)S(C)(=O)=O)cc1C (stereo not given)	0	-3	-1	13	-8	1.1	3	1	-16
21	CN1CCN(c2ccccc2NC(=O)c2ccc(-c3ccccc3)cc2)CC1	-14	8	-14	-3	0	-0.42	10	3	0
22	CCOc1cccc(C(=O)Nc2ccccc2OC(F)F)c1	-10	4	-4	8	2	1.3	10	-2	-12
23	CCCCCCOc1ccc(N2C(=O)CC(N3CCN(C(=O)c4ccco4)CC3)C2=O)cc1 (stereo not given)	-13	-1	12	-4	-5	0.29	-23	-1	5
24	Cc1ccccc1NS(=O)(=O)c1cc(C(N)=O)ccc1C	-8	5	8	-2	-1	0.09	-6	1	-2
25	O=C(CC1(C(=O)O)CCCC1)N1CCOCC1	-2	8	-9	3	-2	0.89	13	-2	-1
26	CCCCC(C(=O)OCC(=O)c1ccc(OC)cc1)N1C(=O)c2ccccc2C1=O (stereo not given)	-6	6	0	2	2	-1.5	7	1	-8
27	Cc1c(Cl)cnc(NC(=O)COC(=O)C(NC(=O)c2ccco2)C(C)C)c1Cl (stereo not given)	-14	12	-12	-10	2	0.21	14	5	12
28	COc1ccccc1NC(=O)NC1(C(=O)N2CCC(O)CC2)CCCCC1	-5	4	3	4	6	0.95	8	-2	2
29	O=C(Nc1ccccc1Cl)c1cccc(COc2cc(Cl)ccc2Cl)c1	0	6	6	-3	4	1.4	-11	4	-1
30	COc1ccc(-c2n[nH]c(C)c2-c2cnn(-c3ccccc3)c2)c(O)c1	10	10	17	6	-6	-0.58	4	2	-8
31	COc1cc(C2C(=O)N(C3CCCC3)CC(=O)N2Cc2ccco2)ccc1OC(C)C (stereo not given)	-9	-3	-2	0	-1	-0.32	5	-1	-1
32	Cc1ccc(SCC(=O)O/N=C(\N)c2ccc([N+](=O)[O-])cc2)cc1	-7	3	1	-9	-2	1.6	-6	0	14
33	CS(=O)(=O)N(CC(=O)N1CCN(c2ccccc2F)CC1)C1CCCCC1	-6	9	10	2	11	1.3	-8	14	-5
34	CN1C(=O)CC(N2CCN(Cc3ccc(Cl)cc3)CC2)C1=O (stereo not given)	-13	3	-26	-3	2	0.14	0	0	-1
35	O=c1c2ccccc2[nH]c(=S)n1CCCN1CCOCC1	9	11	-3	6	6	-0.17	-6	-4	-9
36	O=C(O)CN(c1ccccn1)S(=O)(=O)c1ccc(Cl)cc1	-11	11	-3	-9	2	-0.2	0	-2	10
37	CCOc1cc2[nH]c(=O)n(CCC(=O)NCc3ccc(OC)cc3)c(=O)c2cc1OCC	1	-5	-34	-5	8	0.58	-18	4	8
38	COC(=O)c1ccc(CSc2ncnc3c2nnn3-c2ccc(F)cc2)o1	-18	0	-1	10	5	1.5	-5	1	-9
39	Cc1ccc(Sc2ccc(C(=O)NC(C)C)cc2[N+](=O)[O-])cc1	-13	5	-21	-5	3	0.27	17	-2	10
40	CC(C)Cc1ccc(/C(=N/O)C(=O)O)s1	-4	8	-8	-4	3	1.1	0	-4	6
41	CC(C)c1cc(-c2n[nH]c(=S)n2Cc2ccccc2)cs1	-8	-1	19	-18	5	-0.92	-7	8	22
42	O=C(CCN1C(=O)COc2ccccc21)NCCCN1CCN(c2ccc(F)cc2)CC1	-14	-3	-23	-6	3	-0.03	6	-1	9
43	Cc1ccc(S(=O)(=O)N[C@@H](C)C(=O)N2CCC(C(=O)N3CCC[C@H]3C(=O)O)CC2)cc1	-8	5	-8	-7	8	0.71	-2	-1	4
44	COc1ccc(N2CCCn3c2nc2c3c(=O)n(Cc3ccccc3F)c(=O)n2C)c(OC)c1	-4	9	-6	-1	0	0.16	-7	0	0
45	CCCN(CCC)S(=O)(=O)c1ccc(NC(=O)c2cc(C(=O)OC)cc([N+](=O)[O-])c2)cc1	-5	10	26	-9	-8	-0.34	-1	0	8
46	COc1ccc(-c2c3c(=O)n(C)c(=O)n(C)c3cn2-c2cccc(OC)c2)cc1	-5	-2	32	2	-5	0.22	-1	0	-4
47	Cc1ccc(-c2nnc(-c3ccc(NC(=O)Cc4cccs4)cc3)o2)cc1	-5	6	-31	-20	-3	0.66	18	14	23
48	Cc1nn(-c2ccc(F)cc2)c2sc(C(=O)OC3CCOC3=O)cc12 (stereo not given)	-13	4	1	1	-2	0.64	16	-5	-2

Next section, overlapping the part above by 3 compounds.
item	Molecule	PLK1 inh	Rev-RRE block	Plk1 PBD FP	PTPN22 act	EphB4 antag	PTK2B oligo ant	cytoskel mod	FAK inh	PTPN22 inh 2
46	COc1ccc(-c2c3c(=O)n(C)c(=O)n(C)c3cn2-c2cccc(OC)c2)cc1	-5	-2	32	2	-5	0.22	-1	0	-4
47	Cc1ccc(-c2nnc(-c3ccc(NC(=O)Cc4cccs4)cc3)o2)cc1	-5	6	-31	-20	-3	0.66	18	14	23
48	Cc1nn(-c2ccc(F)cc2)c2sc(C(=O)OC3CCOC3=O)cc12 (stereo not given)	-13	4	1	1	-2	0.64	16	-5	-2
49	CCn1c(CSc2nc3ccccc3[nH]2)n[nH]c1=S	-15	-2	1	2	8	0.3	-20	4	-5
50	COc1ccc(OC)c(N(CC(=O)Nc2cccnc2)S(=O)(=O)c2ccc(OC)c(OC)c2)c1	1	2	-28	2	-7	-0.24	0	-1	-3
51	COC(=O)c1ccsc1NC(=O)CN1CCN(Cc2ccc3c(c2)OCO3)CC1	21	3	6	-2	-1	-0.75	-18	0	5
52	COC(=O)c1cc(NC2c3ccccc3C(=O)N2CCN2CCOCC2)cc(C(=O)OC)c1 (stereo not given)	-4	1	-12	1	-7	/	5	11	-4
53	C[C@@]12CC(=O)NC1N(C(=O)c1ccccc1)C(c1ccccc1OC(=O)c1ccccc1)C2 (stereo not given in full)	-13	7	3	-5	1	0	7	-1	6
54	CCn1c2ccccc2c2nc3ccccc3nc21	-7	15	-9	4	4	-0.06	-14	7	-5
55	Cc1ccccc1-n1c(=O)c2ccccc2n2c(=O)[nH]nc12	-1	3	15	28	8	0.06	1	0	-32
56	CCOc1ccc2cc(C#N)c(SCC(=O)N3CCC(C)CC3)nc2c1	-28	11	1	-18	6	-0.84	-17	-6	14
57	O=C(N/N=C/C=C/c1ccccc1)c1cc2c(ccc3ccccc32)o1	-8	-21	11	-31	-7	0.54	-2	42*	32*
58	O=C(c1ccco1)c1nc2c(n1O)CCCCC2	-8	-1	18	1	-3	-0.02	-18	-1	-2
59	O=C(Nc1ccc2c(c1)C(=O)N(CC1CCCO1)C2=O)c1ccccc1Br (stereo not given)	-10	7	3	3	2	-0.11	16	-2	1
60	O=C(NCc1cccnc1)c1cn(CCc2ccccc2)nn1	-12	5	-9	9	-10	0.77	1	1	-12
61	Cc1nnc2ccc(N3CCOCC3)nn12	-3	17	23	-7	1	0.72	/	-1	7
62	CC1CCN(C(=O)Cn2c(SCC(=O)Nc3nccs3)nc3ccccc32)CC1	61*	3	25	8	-2	0.17	15	2	-8
63	CS(=O)(=O)Nc1ccccc1C(=O)c1ccccc1	-14	4	4	13	-5	0.22	-11	0	-14
64	Cc1ccc(C(=O)O/N=C/c2c(C(F)(F)F)nn(C)c2Sc2ccc(Cl)cc2)cc1	-12	23	4	-10	2	-0.69	18	2	10
65	O=C(c1ccco1)N1CCN(S(=O)(=O)c2ccc3c(c2)OCCO3)CC1	-1	5	1	2	5	-0.34	-6	12	-2
66	CCOC(=O)Cn1nc(-c2ccc(F)cc2)oc1=O	-12	8	-8	-21	1	-0.4	3	-1	20
67	O=C(NC1CCCCC1)C(c1ccc2ncccc2c1)N(Cc1ccc(F)cc1)C(=O)c1cccs1 (stereo not given)	-11	4	15	-5	-5	-3.9*	-40	1	10
68	CCC(CC)n1[nH]c(=O)c2c(C)cc(C)nc21	-5	10	38	8	8	0.68	4	-6	-10
69	CCNC(=S)NNC(=O)c1cccn(Cc2ccc(Cl)cc2Cl)c1=O	-8	-1	5	-59	1	-0.31	21	4	60*
70	CCOC(=O)C1CCCN(CC(O)COc2ccc(OC)cc2C(C)(C)C)C1 (stereo not given)	-19	9	14	4	3	0.7	-5	3	-6
71	CCc1nc(SCC(=O)N2CCC(Cc3ccccc3)CC2)c2c(=O)n(C)c(=O)n(C)c2n1	-9	8	-13	-4	1	/	-4	-10	1
72	O=C(c1ccccc1OCc1ccccc1Br)N1CCN(c2ncccn2)CC1	-11	-1	-18	-2	-3	-0.85	/	-5	1
73	CC(=O)Nc1cccc(NC(=O)Nc2ccc(C(C)=O)cc2)c1	-13	5	-9	2	-6	1.7	-7	2	-6
74	Cc1cccc(NC(=O)c2cc(Cl)nc3ccccc23)c1	-7	7	7	9	0	0.17	-1	0	-7
75	CC(C)Cc1nc(NCCN2CCOCC2)c(C#N)c2c1COC(C)(C)C2	-3	0	-15	-2	-1	-1.4	8	-2	2
76	Cc1cc(O)ccc1-c1cnc2ccccc2n1	-7	2	-4	2	0	-0.43	13	4	-3
77	O=C(Cn1nnc(-c2ccccc2NC(=O)C2CC2)n1)NC1CCCCC1	-7	7	-22	9	12	0.72	-2	3	-4
